E-sel TNF inh: TNF alpha driven E-selectin expression inhibition | HUVEC TNFa-induced E-selectin immunofluorescence, high content | inhibition, % at 2 µM | 120,000 tested, 0.71% active | AID 1246;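 active = inhibition above the batch mean plus 3 SD, and confirmed as a hit on visual image review, cut at about 43% in these data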;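 note: 0% = TNF-stimulated DMSO wells and 100% = unstimulated control wells; not every result past the cut was called active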
BB579 growth dn: yeast BB579 growth reduction in restrictive medium; S. cerevisiae BB579 growth, OD615, 48 h; inhibition, % at 10 µM; 140,000 tested, 0.51% active; AID 804;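 active = inhibition above a set limit, 3 SD over the mean compound inhibition, cut at about 44% in these data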; note: inactives centre near -24
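System: Saccharomyces cerevisiae DeaD strain BB579, replicative lifespan model yeast | Buffer or medium: Restrictive glucose-based CSMM-D medium | Times: 4 h preincubation and 48 h exposure at 30 °C | Detection: OD615 turbidity measurement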
NPY Y2 blocker: blocks the human neuropeptide Y Y2 receptor | NPY-Y2 expressing cells, antagonist mode | AID 793 | inhibition, % at 2.7 µM | 140,000 tested, 0.99% active; in the data active = inhibition above about 17%;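 note: 0% = vehicle with agonist challenge and 100% = reference antagonist with challenge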
Target sequence (P49146 whole entry, looked up): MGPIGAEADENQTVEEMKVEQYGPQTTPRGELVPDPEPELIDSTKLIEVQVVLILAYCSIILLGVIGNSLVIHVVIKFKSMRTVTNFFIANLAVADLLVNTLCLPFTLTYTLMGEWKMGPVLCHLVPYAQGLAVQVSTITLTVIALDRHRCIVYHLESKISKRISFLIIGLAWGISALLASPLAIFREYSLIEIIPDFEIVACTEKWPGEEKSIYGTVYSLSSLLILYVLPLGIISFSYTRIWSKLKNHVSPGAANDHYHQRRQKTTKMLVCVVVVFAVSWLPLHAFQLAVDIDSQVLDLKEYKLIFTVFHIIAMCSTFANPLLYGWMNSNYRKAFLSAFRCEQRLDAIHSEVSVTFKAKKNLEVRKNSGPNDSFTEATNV
MRP1 act: activates MRP-1; 140,000 tested, 0.61% active; H69AR cells + doxorubicin, viability rescue, CellTiter-Glo; viability increase, % at 10 µM;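 active = viability gain under doxorubicin at or above a set limit, the compound median plus 3 SD, cut at about 4.7% in these data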;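 note: MRP-1 overexpressing cells given doxorubicin 25 µM after compound pretreatment; 18-22 h compound pretreatment then 72 h with doxorubicin before readout; 0% = doxorubicin-only wells and 100% = vehicle-treated cells without doxorubicin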
HCT116 PTEN-null: growth suppressors of cells with PTEN tumor suppressor deletion | HCT116 PTEN-null viability, CellTiter-Glo, 60 h; active compounds read low | viability, % at 10 µM | 140,000 tested, 1.2% active | AID 827;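 active = viability at or below a set limit, 4 SD under the median of all tested compounds, cut at about 3.7% in these data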;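 note: PTEN knockout HCT116 line with beta catenin targeted HCT116 as companion control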
HCT116 bCat-KO: beta-catenin-lacking colon tumor cell growth suppression; HCT116 beta-catenin knockout viability, CellTiter-Glo, 60 h; active compounds read low; viability, % at 10 µM; 140,000 tested, 1.5% active;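 active = viability at or under a set limit, the compound median less 4 SD, cut at about 6% in these data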;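 note: 0% = Hyamine 1622 control at 20 µM and 100% = untreated cell control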
Yeast life ext: yeast lifespan extension; S. cerevisiae growth with nicotinamide, OD615; deaD strain in restrictive glucose medium; inhibition of the nicotinamide effect, % at 10 µM; 130,000 tested, 0.68% active;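 active = inhibition above a set limit, placed 3 SD over the median of all compounds, cut at about 26% in these data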;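 note: 0% = nicotinamide-treated wells and 100% = cells grown without nicotinamide; some compounds called inactive have numbers as strong as hits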
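System: DeaD-strain S. cerevisiae / Buffer or medium: CSMM-D, restrictive glucose (dextrose) synthetic minimal medium / Probe or stimulus: nicotinamide, 1.5 mM, co-present with compound / Compound: one concentration, 10 µM, DMSO 0.25% / Incubation: 48 h compound exposure at 30 °C, humidified / Technique: optical density (absorbance) at 615 nm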
Measles CPE: protection of cells from measles virus; Measles virus-infected cells, CPE protection, absorbance; protection (pct of control), % at 4 µM; 140,000 tested, 1.5% active; in the data active = protection mostly above about 24%, no sharp cut-off; inactive = mostly below about 26%; note: some compounds called inactive have numbers as strong as hits
Phagocytosis inh: inhibitors of macrophage phagocytosis; 110,000 tested, 0.07% active; AID 1029; J774A.1 macrophage IgG-bead phagocytosis, imaging; inhibition, % at 5 µM;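 active = inhibition above the mean of the plate negative controls plus 5 SD, cut at about 13% in these data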;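 note: phagocytic index as fraction of beads internalized from green versus red external bead signal; plate controls were DMSO negative control for no effect and cytochalasin-D positive control for full effect; some results beyond the cut were filed as inactive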
GALR2 antag: GALR2 (human) receptor antagonism; GALR2-expressing cells, antagonist mode; 140,000 tested, 0.39% active; inhibition, % at 4 µM; AID 828; O43603; in the data active = inhibition above about 27%;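 note: cells stimulated with galanin 1-16 at roughly its EC80; 0% = agonist challenge control and 100% = basal control without agonist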
Target sequence (O43603 whole entry, looked up): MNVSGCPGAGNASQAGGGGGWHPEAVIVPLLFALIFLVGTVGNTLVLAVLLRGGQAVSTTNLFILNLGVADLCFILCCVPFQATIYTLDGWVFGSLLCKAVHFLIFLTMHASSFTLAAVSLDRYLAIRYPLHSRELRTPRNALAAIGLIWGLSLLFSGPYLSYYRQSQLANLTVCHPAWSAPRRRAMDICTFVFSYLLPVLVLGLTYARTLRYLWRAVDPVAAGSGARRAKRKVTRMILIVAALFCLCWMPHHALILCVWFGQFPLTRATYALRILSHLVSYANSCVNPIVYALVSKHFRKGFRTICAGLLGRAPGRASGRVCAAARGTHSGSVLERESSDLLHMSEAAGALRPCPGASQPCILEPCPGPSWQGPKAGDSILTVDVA
* hit, by the source's call; · = not tested or not shown. Not a hit list (roughly 6.2% active in at least one column).

SMILES	E-sel TNF inh	BB579 growth dn	NPY Y2 blocker	MRP1 act	HCT116 PTEN-null	HCT116 bCat-KO	Yeast life ext	Measles CPE	Phagocytosis inh	GALR2 antag
CC(=O)c1sc(NC(=O)c2cc3c(C)nn(-c4ccccc4)c3s2)nc1C	0	-38	3	-0.2	95	96	-4	5	-3	-2
COc1ccc(C(=O)/C=C/Nc2ccc(S(=O)(=O)Nc3cccc(C(C)=O)c3)cc2)cc1	·	-49	-2	-1.1	61	66	-1	2	·	-11
COc1ccc(Cl)cc1NC(=O)N(C)Cc1c(C)nn(C)c1C	-14	-32	2	-1.5	81	87	-2	8	0	2
CN(C)C(=O)c1ccc(-n2nc(C(F)(F)F)c3c2CCCC3)cc1	-2	-21	3	-2.3	94	91	-24	8	0	2
COc1ccccc1CN1CC(C(=O)NC2CCCCC2)CC1=O (stereo not given)	0	-32	3	-1.9	105	99	-15	4	·	-6
Cc1sc2nc3c(C(=O)N4CCN(c5ccccn5)CC4)cccn3c(=O)c2c1C	16	-46	0	0.3	103	94	-15	6	0	4
Cc1cc(C(=O)NC(C)C2CCCO2)cs1 (stereo not given)	6	-41	3	-1.3	91	93	-3	4	-2	11
O=C(NCCc1ccccc1)c1c(F)c(F)c(F)c(F)c1F	·	15	4	-0.7	89	95	6	9	-6	4
O=C(c1oc(=O)c2ccccc2c1-c1ccccc1)N1CCC(O)CC1	·	-1	1	-3.6	88	98	-3	9	0	2
Cc1ccc(C)c(NS(=O)(=O)c2ccc(OCC(=O)NCc3ccco3)cc2)c1	4	-42	-2	-0.6	87	82	-9	13	·	-2
O=c1c2ccccc2nc(SCc2ccc([N+](=O)[O-])cc2)n1-c1ccc(Cl)cc1	·	-31	3	-1.2	67	67	2	9	1	-3
COc1ccc(N=c2cc(-c3ccc(OC)cc3)oc3ccccc23)cc1	·	-32	3	-1.5	48	53	-8	28	-10	-3

One compound at a time (already shown). Screens in order: E-sel TNF inh | BB579 growth dn | NPY Y2 blocker | MRP1 act | HCT116 PTEN-null | HCT116 bCat-KO | Yeast life ext | Measles CPE | Phagocytosis inh | GALR2 antag
COc1ccc(C(=O)/C=C/Nc2ccc(S(=O)(=O)Nc3cccc(C(C)=O)c3)cc2)cc1 as listed: · | -49 | -2 | -1.1 | 61 | 66 | -1 | 2 | · | -11
O=C(NCCc1ccccc1)c1c(F)c(F)c(F)c(F)c1F as listed: · | 15 | 4 | -0.7 | 89 | 95 | 6 | 9 | -6 | 4

Further entries:
SMILES	E-sel TNF inh	BB579 growth dn	NPY Y2 blocker	MRP1 act	HCT116 PTEN-null	HCT116 bCat-KO	Yeast life ext	Measles CPE	Phagocytosis inh	GALR2 antag
Cc1cccc(N(C(=O)CCC(=O)Nc2ccccn2)C(C(=O)NC(C)C)c2ccc(O)cc2)c1 (stereo not given)	-4	-22	-2	-1.0	106	102	-12	20	-2	1
O=C(Cn1[nH]c(=O)c2ccccc2c1=O)N1CC=C(c2ccccc2)CC1	-3	-69	2	0.0	93	72	-8	6	-1	-14
O=C(COc1cccc2cccnc12)NCC(F)(F)F	7	-39	1	-1.0	97	92	-8	10	-1	-1
OCCn1c(Cl)nc2ccccc21	0	-37	-1	-1.5	96	92	·	4	·	-4
COC(=O)c1c(C)nc2ccccc2c1C(=O)O	-29	-11	-2	0.6	90	109	12	29	·	-15
COc1ccccc1COCC(O)CN(Cc1ccco1)Cc1ccccc1O (stereo not given)	9	-21	9	-3.9	67	79	9	19	-7	-3
CC(C)(C)C(=O)CSc1nc2c(c(-c3cccs3)c1C#N)CCC2	·	-5	9	-1.5	81	82	0	4	·	1
C=CCOc1nc2c(c(=O)n(C)c(=O)n2C)n1C	-9	-56	2	0.8	110	112	-15	13	1	0
COc1ccc(CCN2C(=O)C3C4CCC(C4=C(C)C)C3C2=O)cc1OC (stereo not given)	-11	0	0	-1.2	99	97	3	3	-10	2
CCC1CC(CSc2ncn[nH]2)OC1=O (stereo not given)	3	-27	-1	0.3	88	85	-9	14	·	10
O=C(Cn1nnc(-c2ccccc2NC(=O)c2ccccc2F)n1)NCc1ccco1	·	-24	3	-3.6	94	90	-18	2	-2	3
O=C(Nc1nnc(C2CCCO2)s1)c1cccs1 (stereo not given)	16	-40	2	-1.6	91	92	-6	2	2	3
O=C1NCCCC2c3cc(O)c4ccccc4c3OC12N1CCCCC1 (stereo not given)	·	-30	1	-2.7	17	19	-13	14	-2	8
Cc1cccc2cc(CN(CC3CCCO3)C(=O)NC3CCCCC3)c(=O)[nH]c12 (stereo not given)	26	-25	1	1.1	91	93	-9	45	0	6
CCOC(=O)CC(=O)Nc1c(C)cc(C)cc1C	-19	-17	-1	-1.5	97	95	-4	7	-2	-2
C/C(N)=C(/C#N)C(=O)COC(=O)c1cc(S(=O)(=O)N2CCCCC2)ccc1C	-13	-28	1	-1.2	84	93	-20	6	0	-26
COc1ccc(OC)c(NC(=O)Cn2cc(C#N)c3cc(Br)ccc32)c1	12	-88	0	-1.2	83	77	-9	12	4	4
Clc1cccc(Cl)c1CNC1CCCC1	-9	-14	0	-2.5	90	93	-8	3	0	-2
COc1ccc(-n2c(SCC(N)=O)nc3sc4c(c3c2=O)CCN(C)C4)cc1	-35	-10	2	-1.0	97	92	-4	21	0	25
CC(C)=CCC/C(C)=C/CC/C(C)=N/O	25	24	0	-2.0	88	100	-10	8	4	-7
CCc1ccccc1NC(=O)C1C(c2ccccc2)C1(Cl)Cl (stereo not given)	-2	-38	-1	-1.1	78	83	-4	13	·	9
COc1ccc(NC(=O)CCC(=O)OCc2ccc(Br)cc2)cc1	-3	-5	3	-4.1	102	87	-7	7	-3	-1
Cc1nc(SCC(=O)NCCc2ccccc2)n[nH]1	·	-48	1	0.0	109	110	8	24	0	6
O=C(Nc1ccc(Cl)c(Cl)c1)O/N=C/c1ccncc1	·	-14	0	1.4	37	85	-6	10	-4	6
CC(=O)Nc1ccc(S(=O)(=O)NCCN2CCOCC2)cc1	2	-24	0	0.0	92	79	-4	3	-1	9
CN1C(=O)c2ccc(S(=O)(=O)c3ccc(C(=O)O)cc3)cc2C1=O	-8	-35	1	-1.8	99	104	-14	7	-1	12
Cc1ccccc1NC(=O)C1Cc2ccccc2C(=O)O1 (stereo not given)	-24	-43	-3	2.9	110	123	-20	3	0	4
CCN(CC)c1ccc(-n2cc3c(=O)n(C)c(=O)n(C)c3c2)cc1	·	-31	0	-5.1	35	33	-17	1	-2	-2
c1cn2c(NC3CCCC3)c(-c3ccc(N4CCOCC4)cc3)nc2cn1	·	-16	·	-4.4	77	86	-6	22	0	·
O=C(COC(=O)c1ccc2c(c1)OCO2)NC1CCS(=O)(=O)C1 (stereo not given)	-27	-21	3	0.9	98	93	·	8	3	13
O=C(CCSc1ccccc1)NC(=O)COC(=O)c1ccc(OC(F)F)cc1	14	-23	4	-0.5	110	97	-2	12	-5	-3
COc1ccc(Br)cc1S(=O)(=O)N1CCOCC1	-17	-35	2	-1.8	108	104	-1	6	1	2
Cc1cccc(NC(=S)NCCC(c2ccccc2)c2ccccc2)c1	7	32	8	-3.4	71	86	2	15	3	-3
CC1CCc2nn(CC(=O)NCCC3=CCCCC3)cc2C1 (stereo not given)	-36	-11	13	-1.9	106	100	-1	29	-1	3
O=S(=O)(NCc1ccc2c(c1)OCO2)c1cccc2cccnc12	11	-28	3	-1.9	104	94	-2	4	2	-2
Cc1ccc(NC(=O)CCn2c(=O)oc3ccccc32)cc1	·	-35	-1	0.8	103	95	-4	10	-2	-9
O=C(c1ccco1)N1CCN(C(=O)c2cnn3cccnc23)CC1	0	-14	0	1.2	97	97	-2	16	-1	14
CCSc1nnc(NC(=O)COc2cccc3ccccc23)s1	-3	-40	4	-0.6	104	84	-6	8	-1	-9
COC(=O)c1ccc(OC(=O)CCN2c3ccccc3Sc3ccccc32)cc1	-17	-19	-2	-0.5	102	94	5	14	-11	-3
COc1ccccc1CNC(=O)C1CC(c2ccccc2[N+](=O)[O-])=NO1 (stereo not given)	10	-20	5	-3.7	91	88	-18	3	·	-7
FC(F)(F)c1cccc(N2CCN(CC3CC=CCC3)CC2)c1 (stereo not given)	5	-55	4	-3.0	72	79	-17	6	-2	-10
CCCc1cc(=O)[nH]c(SCc2cc(=O)oc3c(C)c(C)ccc23)n1	·	-42	7	-2.2	99	90	5	29	-13	4
COc1ccc(OCC(=O)Nc2ncc3c(n2)CC(C)(C)CC3=O)cc1	·	-17	3	-2.1	81	96	-19	6	0	-6
Cc1ccc2nc(SCC(=O)N3CCN(C(=O)c4ccco4)CC3)[nH]c2c1	23	-31	4	-1.4	95	89	5	22	-4	3
Cc1ccc(N(CCC#N)C(=O)CSc2ccc3c(c2)OCCO3)cc1	·	-39	-1	-0.5	104	95	-3	6	·	1
CCCC(=O)c1ccc(-c2ccccc2)cc1	·	13	2	2.6	96	92	-8	3	2	0
CC1=C(c2ccc(C)cc2)S(=O)(=O)N(CC(=O)O)C1=O	·	-25	3	-1.7	95	95	-4	5	2	5
O=C(Cn1c(=O)oc2cc(S(=O)(=O)N3CCCC3)ccc21)N1CCN(C2CCCCC2)CC1	-5	-52	-2	0.7	91	88	-8	8	-1	4
Cc1ccc(C(=O)Nc2sc(C)c(-c3ccccc3)c2C(N)=O)cc1[N+](=O)[O-]	13	-24	-2	0.5	81	82	-9	24	0	0
CSCCC(NC(=O)c1ccc(Cl)cc1)C(=O)OCC(=O)Nc1cc(Cl)ccc1C (stereo not given)	·	3	2	0.1	82	82	-2	27	-11	-12
CCOc1ccc(CN2CCN(S(=O)(=O)c3ccc(NC(C)=O)cc3)CC2)cc1OC	·	-32	0	-3.5	89	83	3	16	2	2
Cc1c(NC(=O)c2ccc(F)cc2)c(=O)n(-c2ccccc2)n1C	·	-15	10	-0.5	93	101	-3	3	1	-11
CCOc1ccccc1N(C)C(=O)C1CCN(S(=O)(=O)c2cccc3nonc23)CC1	24	-54	-1	-1.4	90	87	-8	2	-1	-3
CCN=C1S/C(=C\c2ccc(N3CCOCC3)cc2C)C(=O)N1CC	-9	-23	5	-3.0	56	63	5	8	·	1
CCOC(=O)N1CCN(C(=O)CCc2c(C)nc3nc(C)nn3c2C)CC1	21	-14	1	-1.5	92	95	0	17	0	6
Cc1ccc(NC2=NC(c3ccccc3)n3c(nc(C)cc3=O)N2)c(C)c1 (stereo not given)	11	-33	-1	-2.1	89	106	-18	2	·	6
CC(C)c1ccc(N2C(=O)CC(Sc3ncn[nH]3)C2=O)cc1 (stereo not given)	2	-16	1	-0.6	90	100	-7	4	1	-6
COc1ccc(-c2cc(CCCC(=O)NCCc3cc(OC)ccc3OC)no2)cc1	32	-36	4	-0.9	90	75	-5	5	0	-12
Cn1c(-c2ccc3c(c2)OCO3)cnc1NCc1cccc(Cl)c1	13	-24	10	-3.1	70	87	-19	8	-1	7
Cc1cc(C=C2C(=O)c3ccccc3C2=O)c(C)n1-c1ccc(Cl)cc1	-17	-38	2	-1.0	87	81	4	13	0	18
CC(=O)Nc1ccc(S(=O)(=O)NC2(C(F)(F)F)NC(=O)N(c3ccc(Cl)cc3)C2=O)cc1 (stereo not given)	-44	35	1	-1.6	89	101	-22	6	·	1

From PubChem
